NLRP3 yeast inh = NALP3 inhibition in yeast; Yeast reconstituted NLRP3/ASC/caspase-1, beta-gal luminescence, 24 h; inhibition, % at 10 µM; actives 0.39% (n = 330,000);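 active means inhibition of 50% or more; inactive means inhibition below 50%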;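 further: plate controls were induced DMSO wells for no effect and uninduced yeast grown without galactose for full effect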
APJ antag = APJ receptor antagonism; CHO-K1 APJ beta-arrestin complementation, luminescence; P35414; inhibition, % at 20 µM; AID 2521; actives 0.32% (n = 330,000);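 active means inhibition above about 40% at 20 µM, limit read from the data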;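 further: cells challenged with 10 nM apelin-13 agonist together with compound; plate controls were apelin-13 plus DMSO wells for no effect and DMSO wells lacking apelin-13 for full effect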
Target sequence (P35414 whole entry, looked up): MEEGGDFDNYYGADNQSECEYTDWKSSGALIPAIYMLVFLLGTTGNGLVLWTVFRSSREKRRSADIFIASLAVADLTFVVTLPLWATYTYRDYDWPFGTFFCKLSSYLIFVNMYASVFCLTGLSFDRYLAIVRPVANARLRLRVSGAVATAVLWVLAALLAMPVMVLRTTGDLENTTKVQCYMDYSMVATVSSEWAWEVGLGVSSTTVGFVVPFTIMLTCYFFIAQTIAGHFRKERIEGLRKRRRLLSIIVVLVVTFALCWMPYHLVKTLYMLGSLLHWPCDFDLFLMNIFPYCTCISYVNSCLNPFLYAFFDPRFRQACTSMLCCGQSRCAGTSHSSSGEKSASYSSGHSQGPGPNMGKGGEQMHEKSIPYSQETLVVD
APJ agonist = APJ receptor agonism. CHO-K1 APJ PathHunter beta-arrestin, luminescence; 0% DMSO wells, 100% apelin. activation, % at 20 µM. actives 0.11% (n = 330,000);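 active means activation more than six SD over the plate average, tested at 20 µM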;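 further: 0% = DMSO alone and 100% = apelin-13 at 10 nM; some results filed as inactive read as strong as hits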
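Assay system: engineered CHO-K1 APJ arrestin reporter cells; Amount: 1000 CHO-K1 reporter cells seeded per well; Dosing: one dose, 20 µM compound, 1% DMSO; Times: compound stimulation 90 min at 25 °C, detection 60 min; Measured by: luminescent beta-gal fragment complementation, chemiluminescent substrate; Read-out: APJ–arrestin association signal; Controls: DMSO vs Apelin-13 10 nM.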
beta cell repl = inducers of beta-cell replication in MIN6 cells | MIN6 cells proliferation, ATPlite luminescence, 48 h; cells starved in 0.2% serum; 100% = growth in 10% serum | proliferation, % at 10 µM | actives 0.29% (n = 330,000);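 active means compounds whose signal lies at least 3.5 SD above the mean of all wells on their plate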;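 further: 0% = DMSO-treated cells in low-serum medium and 100% = 10% serum control; some compounds called inactive have numbers as strong as hits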
TIM10 inh = growth inhibitors of TIM10 yeast strain; actives 1.4% (n = 330,000); inhibition, % at 10 µM; S. cerevisiae TIM10 strain growth, BacTiter-Glo luminescence, 24 h; AID 463195;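 active means inhibition of 40% or more at the single tested concentration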;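 further: wild-type TIM10 isogenic control strain grown at permissive 25 °C; 0% = DMSO yeast wells and 100% = minimal medium wells without yeast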
GRIN3A LBD mod = modulates the human NR3A ligand-binding domain | NR3A LBD differential scanning fluorimetry, Tm shift; 0% = protein alone, 100% = glycine-bound protein | Tm shift relative to glycine control, % at 25 µM | AID 1259313 | actives 2.5% (n = 340,000);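 active means melting temperature shift of at least 10% of the positive control shift, at one fixed dose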
tim10-1 inh = growth inhibitors of tim10-1 mutant yeast. S. cerevisiae tim10-1 ts strain growth, BacTiter-Glo, 24 h. inhibition, % at 20 µM. actives 2.2% (n = 330,000). AID 463190;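 active means inhibition of at least 40%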;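 further: mutant grown at 25 °C; 0% = DMSO wells with yeast and 100% = wells holding no yeast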
MPTP inh = inhibitors of mitochondrial permeability transition pore | isolated mouse mitochondria, Ca2+ swelling absorbance, 30 min | inhibition, % at 10 µM | actives 1.4% (n = 360,000);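 active means inhibition of 50% or more, scaled per plate between neutral and stimulator controls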;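 further: 0% = DMSO wells given calcium and 100% = 1 mM EGTA wells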
tim23-1 inh = tim23-1 yeast growth inhibition; S. cerevisiae tim23-1 growth, BacTiter-Glo luminescence, 24 h; inhibition, % at 20 µM; actives 1.3% (n = 330,000); AID 463212;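 active means growth inhibition of the mutant yeast at or above 50%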;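 further: temperature-sensitive mutant grown at 25 °C; plate controls were DMSO-treated mutant yeast for no effect and medium wells lacking yeast for full effect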
* hit, by the source's call; · = no result given.

cpd	SMILES	GRIN3A LBD mod	tim23-1 inh	APJ antag	tim10-1 inh	TIM10 inh	beta cell repl	APJ agonist	NLRP3 yeast inh	MPTP inh
1	CCOC(=O)N1CCN(C(=O)c2ccc3nc(N4CCC(C)CC4)sc3c2)CC1	-1	23	-11	37	27	1	-4	18	-0.6
2	CC(=O)NC1c2ccccc2C(=O)N1Cc1ccccc1 (stereo not given)	0	-10	3	14	0	-3	-1	18	-0.5
3	CCOc1ccc(Cc2n[nH]c(=S)n2N)cc1	2	1	15	2	4	-2	-2	7	0.8
4	CCOC(=O)CC1(NC(=O)C2CCC(=O)N(C3CC3)C2)CCCCC1 (stereo not given)	-2	-10	14	1	-9	-2	1	4	-1.8
5	O=C(c1ccccc1Cc1ccccc1)N1CCN(S(=O)(=O)c2ccccc2[N+](=O)[O-])CC1	3	38	0	35	15	-1	2	7	0.5
6	CN(CCC#N)C(=O)COC(=O)c1ccc(Cl)cc1O	-2	8	-5	-3	5	0	-1	9	0.7
7	O=C(O)CSc1ncnc2scc(-c3ccccc3)c12	-1	10	-12	5	10	-2	-7	4	0.2
8	CN(CC(=O)Nc1cccc(F)c1)C(=O)CN1C(=O)NC2(CCCC2)C1=O	1	11	-9	5	0	6	-5	3	0.7
9	CC(Sc1nnc(C2CC2)n1N)C(=O)NC1CCCCC1C (stereo not given)	-2	7	-4	10	1	-2	10	8	0.3
10	O=C(c1ccc2[nH]c(=O)c(=O)[nH]c2c1)N1CCc2ccccc21	-2	-5	9	-1	-1	2	-1	15	-1.7
11	O=C(O)c1ccccc1/C=N/Nc1ccc(S(=O)(=O)N2CCCC2)cc1[N+](=O)[O-]	0	12	-11	0	9	-4	-4	29	3.9
12	Cc1cccc(NC2=C(Cl)C(=O)OC2OC(=O)c2ccco2)c1 (stereo not given)	0	22	-6	37	7	-5	0	0	-1.4
13	CON(C)S(=O)(=O)c1cccc(C(=O)NC2CCSc3ccccc32)c1 (stereo not given)	1	21	11	3	19	0	1	7	-1.5
14	COc1cc(S(=O)(=O)NC(Cc2c[nH]c3ccccc23)C(=O)O)ccc1NC(C)=O (stereo not given)	0	17	6	16	-1	-2	-2	13	-0.5
15	Cc1cc(C)cc(OCC(=O)NN2C(=O)c3ccccc3C2=O)c1	0	14	12	30	-2	-2	-2	9	-1.0
16	Cc1ccc(CNC(=O)CSc2nc3ccsc3c(=O)n2Cc2ccc(C(=O)O)cc2)cc1	0	16	-11	9	14	-1	-3	6	-2.0
17	O=C(NCc1ccccc1)/C(NC(=O)c1ccccc1)=C(/Sc1ccccn1)c1ccccc1	-3	-4	20	4	5	5	0	16	-1.1
18	COc1ccc(Cn2c(=O)cc(C)[nH]c2=S)cc1	-2	-3	-7	-12	9	-1	-3	2	0.9
19	O=C(CCCN1C(=O)/C(=C/c2cccc(Br)c2)SC1=S)N1CCOCC1	2	53*	-2	37	35	-1	-1	14	-1.5
20	O=C(Nc1ccccc1)c1ccc(NCc2ccco2)c(S(=O)(=O)N2CCOCC2)c1	-7	9	-6	22	8	-2	-5	12	0.9
21	C=C(C)c1cccc(C(C)(C)NC(=O)NCC2COCCO2)c1 (stereo not given)	-1	-2	6	17	11	-1	-4	2	0.2
22	CC1CCCN(S(=O)(=O)c2ccc(S(=O)(=O)N3CCC4(CC3)OCCO4)cc2)C1 (stereo not given)	-10	-10	-12	9	-6	1	4	19	8.6
23	CCOC(=O)c1c(CSC(=N)N)n(-c2ccccc2)c2cc(Br)c(OC(C)=O)cc12	-4	14	7	17	19	-4	3	26	-3.6
24	Cc1cc(C)cc(NC(=O)C2CCCN(c3ncccn3)C2)c1 (stereo not given)	1	3	15	-7	11	0	-1	22	0.4
25	Cc1nc2ccccc2n1CC(=O)NC1CCCCCC1	-1	-6	-7	5	1	-2	-1	9	7.4
26	COc1ccc(NCc2ccccc2[N+](=O)[O-])cc1OC	1	14	-8	12	5	0	-1	26	1.6
27	COC(=O)[C@@]12CCCN1[C@H](c1ccc(-c3ccc(OC)cc3)cc1)[C@@H]1C(=O)N(C)C(=O)[C@@H]12	-2	-8	1	29	-9	0	-2	10	0.0
28	COc1ccc(Cn2nnnc2C(CC(C)C)N2CCC(C(N)=O)CC2)cc1 (stereo not given)	-1	11	7	-2	7	-1	-4	11	-1.3
29	O=C(O)/C(=C\c1cn(-c2ccccc2)nc1-c1cccnc1)NC(=O)c1ccccc1	1	7	-2	-9	4	-1	-1	5	-0.8
30	CC(C)N(CCn1c(SCC(=O)Nc2cccnc2Cl)nc2ccccc2c1=O)C(C)C	-4	1	18	10	11	1	-4	0	0.9
31	CNS(=O)(=O)c1ccc(NC(=O)c2cnn3c(C(F)F)cc(-c4ccccc4)nc23)cc1	-16	6	18	-4	7	-4	-2	16	-1.4
32	O=C1CCc2cc(NS(=O)(=O)c3cc(F)ccc3F)cc3c2N1CC3	0	11	8	-3	1	3	1	-1	-0.6
33	COc1ccc(NC(=O)c2ccc(N3CCCC3=O)cc2)cc1Cl	0	-6	-7	-5	-12	-3	-1	13	-0.4
34	COCC(C)n1c(C)cc(C(=O)CSc2ccc(NC(C)=O)cc2)c1C (stereo not given)	1	28	-18	25	-4	-1	0	15	1.9
35	O=C(COC(=O)COc1ccccc1[N+](=O)[O-])Nc1ccc2c(c1)OCO2	-9	-2	9	-9	-12	2	0	13	-0.5
36	COC(=O)c1c(NC(C)=O)sc(C(=O)Nc2ccccc2C)c1C	-2	-1	12	10	15	2	-2	-15	1.3

Excerpt: compounds 34–36
cpd	SMILES	GRIN3A LBD mod	tim23-1 inh	APJ antag	tim10-1 inh	TIM10 inh	beta cell repl	APJ agonist	NLRP3 yeast inh	MPTP inh
34	COCC(C)n1c(C)cc(C(=O)CSc2ccc(NC(C)=O)cc2)c1C (stereo not given)	1	28	-18	25	-4	-1	0	15	1.9
35	O=C(COC(=O)COc1ccccc1[N+](=O)[O-])Nc1ccc2c(c1)OCO2	-9	-2	9	-9	-12	2	0	13	-0.5
36	COC(=O)c1c(NC(C)=O)sc(C(=O)Nc2ccccc2C)c1C	-2	-1	12	10	15	2	-2	-15	1.3

Next part.
cpd	SMILES	GRIN3A LBD mod	tim23-1 inh	APJ antag	tim10-1 inh	TIM10 inh	beta cell repl	APJ agonist	NLRP3 yeast inh	MPTP inh
37	CCC(C)NCC(=O)Nc1ccc([N+](=O)[O-])cc1C(=O)Nc1ccccc1F (stereo not given)	-2	11	-12	9	5	0	-3	18	3.6
38	CCN(Cc1ccccc1)S(=O)(=O)c1ccc(C(=O)N(CCCN(C)C)c2nc3c(F)cccc3s2)cc1	-1	-10	-10	-14	-40	-6	2	10	-0.1
39	CCOc1ccccc1/C=N/NC(=O)C[n+]1ccccc1	-3	-17	13	-22	-6	-1	-3	17	-2.1
40	Cc1ccsc1C(=O)NN=C1CCCCCC1	2	-13	-6	-15	5	-1	-5	16	-0.6
41	CC12CCC(C(=O)Nc3nc4ccccc4s3)(OC1=O)C2(C)C (stereo not given)	-1	35	7	-3	-19	-3	-1	9	1.1
42	CCOc1cc(NC(=S)NCC2CCCO2)c(OCC)cc1NC(=O)CC(C)C (stereo not given)	-2	14	6	5	12	3	4	11	-0.2
43	O=C(Cc1ccc(Cl)cc1)NCc1nc(-c2ccccc2)no1	·	3	-12	12	13	0	-3	-23	-9.0
44	COc1cc(CNC2CCCCCCC2)c(Br)cc1OCCO	-1	-6	14	-2	-1	4	-4	4	0.0
45	COc1ccccc1C(=O)COC(=O)CSCC(=O)Nc1cc(C)on1	-1	0	-1	20	11	-5	-9	16	-1.1

In a second layout: results already given.
[44] COc1cc(CNC2CCCCCCC2)c(Br)cc1OCCO
[45] COc1ccccc1C(=O)COC(=O)CSCC(=O)Nc1cc(C)on1
assay / entry	44	45
GRIN3A LBD mod	-1	-1
tim23-1 inh	-6	0
APJ antag	14	-1
tim10-1 inh	-2	20
TIM10 inh	-1	11
beta cell repl	4	-5
APJ agonist	-4	-9
NLRP3 yeast inh	4	16
MPTP inh	0.0	-1.1

Limited to tim10-1 inh, tim23-1 inh and GRIN3A LBD mod, for some of the entries so far:
entry	molecule	tim10-1 inh	tim23-1 inh	GRIN3A LBD mod
13	CON(C)S(=O)(=O)c1cccc(C(=O)NC2CCSc3ccccc32)c1 (stereo not given)	3	21	1
45	COc1ccccc1C(=O)COC(=O)CSCC(=O)Nc1cc(C)on1	20	0	-1
9	CC(Sc1nnc(C2CC2)n1N)C(=O)NC1CCCCC1C (stereo not given)	10	7	-2

Ordered by molar mass (ascending): 5 of the compounds above
cpd	SMILES	GRIN3A LBD mod	tim23-1 inh	APJ antag	tim10-1 inh	TIM10 inh	beta cell repl	APJ agonist	NLRP3 yeast inh	MPTP inh
12	Cc1cccc(NC2=C(Cl)C(=O)OC2OC(=O)c2ccco2)c1 (stereo not given)	0	22	-6	37	7	-5	0	0	-1.4
36	COC(=O)c1c(NC(C)=O)sc(C(=O)Nc2ccccc2C)c1C	-2	-1	12	10	15	2	-2	-15	1.3
14	COc1cc(S(=O)(=O)NC(Cc2c[nH]c3ccccc23)C(=O)O)ccc1NC(C)=O (stereo not given)	0	17	6	16	-1	-2	-2	13	-0.5
19	O=C(CCCN1C(=O)/C(=C/c2cccc(Br)c2)SC1=S)N1CCOCC1	2	53*	-2	37	35	-1	-1	14	-1.5
5	O=C(c1ccccc1Cc1ccccc1)N1CCN(S(=O)(=O)c2ccccc2[N+](=O)[O-])CC1	3	38	0	35	15	-1	2	7	0.5

Screens deposited in PubChem BioAssay by Sanford-Burnham Center for Chemical Genomics.
